Source: PubChem BioAssay
M. tuberculosis = growth inhibition of non-replicating M. tuberculosis (AID 488890); Mycobacterium tuberculosis non-replicating, growth inhibition; higher % means a stronger effect; inhibition, % at 25 µM; hits with a dose series show IC50 in µM; actives 0.39% (n = 320,000); in the data active means a potency from the dose series; inconclusive means inhibition mostly from about 82% at the one dose, without a potency; inactive means the rest, 99 in 100 with inhibition below about 76%;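 further: plate controls were DMSO cells for no effect and high antibiotic wells for full effect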
H1N1 NS1A inhibition = NS1A inhibition, H1N1 influenza, cell based functional assay (AID 504329). inhibition, % at 12.5 µM; hits with a dose series show IC50 in µM. NS1A functional cell-based assay, percent inhibition; higher % means a stronger effect. actives 0.3% (n = 340,000); in the data active means a potency from the dose series; inconclusive means inhibition above about 27% without an active follow-up result; further: strong numbers were not always called active
inhibitors of VEEV = inhibitors of VEEV TC-83 cytopathic effect, confirmation, Vero cells (AID 588727); Vero cells, VEEV TC-83 cytopathic effect inhibition; higher % means a stronger effect; actives 0.13% (n = 350,000); one-dose inhibition, % at 20 µM; IC50 in µM for titrated hits; in the data active means a potency from the dose series; inconclusive means inhibition mostly from about 14% at the one dose, without a potency; inactive means the rest, 99 in 100 with inhibition below about 12%; further: strong numbers were not always called active
H37Rv inhibition = M. tuberculosis growth inhibition, HTS (AID 449762). M. tuberculosis H37Rv growth inhibition, 7H9 media; higher % means a stronger effect. inhibition, % at 25 µM, or IC50 in µM where a hit was titrated. actives 0.59% (n = 330,000); in the data active means a potency from the dose series; inconclusive means inhibition above about 70% without an active follow-up result;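 further: bacterial growth assessed after seven days of incubation; strong numbers were not always called active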
PhoP GFP inhibition = PhoP regulon inhibitors, Salmonella typhi PhoP promoter GFP reporter, confirmatory (AID 1850). Salmonella Typhi PhoP-promoter GFP reporter, fluorescence, 4 h; higher % means a stronger effect. inhibition, % at 50 µM; hits with a dose series show IC50 in µM. actives 0.33% (n = 310,000); in the data active means a potency from the dose series; inconclusive means inhibition mostly from about 25% at the one dose, without a potency; inactive means the rest, 99 in 100 with inhibition below about 19%;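 further: 0% = induced wells with vehicle and 100% = uninduced wells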
inhibitors of VEEV 10K pilot screen = also measured in inhibitors of VEEV; calls as there; inhibition, %; measured here: 10K pilot screen inhibition
The depositor's hits bear a star; i = inactive; u = inconclusive; x = not tested or not shown.

SMILES	M. tuberculosis	H1N1 NS1A inhibition	inhibitors of VEEV	H37Rv inhibition	PhoP GFP inhibition	others
CCOc1ccc(C(=O)Nc2ccc(C(=O)N3CCOCC3)cc2)c(OCC)c1	32%	-11%	5.2%	2%	-4%
O=[N+]([O-])c1ccc2nc(-c3ccccc3)cc(-c3ccccc3)c2c1	-20%	5%	2.1%	-2%	13%
COc1cc2c(=O)n(CC3CCCO3)c(=O)n(CC(=O)Nc3ccccc3)c2cc1OC (stereo not given)	x	3%	1.2%	-2%	-19%
Cc1cc(C(=O)N[C@@H](c2ccccc2)[C@]2(C)C[C@H]2[C@@H](C)C(=O)Nc2ccc3ccccc3c2)no1	54%	18%	0.1%	49%	-18%
Cc1ccc(C(=O)Nc2cccc(C(=O)N3CCN(C)CC3)c2)cc1	x	21%	2.4%	x	3%
O=C(N/N=C/c1ccccc1)C(O)c1ccccc1 (stereo not given)	12%	7%	0.3%	2%	-4%
COc1nc2c(s1)C(=O)NCCC2	1%	0%	0.6%	-7%	-3%
COc1ccc(C2NN=C(c3ccc(C)cc3)S2)cc1 (stereo not given)	65%	-2%	2.1%	30%	-4%
CCNc1nc(NCC)nc(NC(N)=S)n1	-3%	5%	0.2%	-5%	10%
CCC/C(=N\NC(=O)CCC(=O)NCc1ccccc1)c1ccccc1	-2%	8%	1.8%	-4%	10%
COc1ccc(/C=C(\NC(=O)c2ccccc2Cl)C(=O)NCCCC(=O)O)cc1	x	-7%	i	x	x
CC(=O)NC(CCS(C)(=O)=O)C(=O)Nc1ccc2c(c1)OCCO2 (stereo not given)	-8%	4%	0.2%	-1%	-8%
Nc1c(Cl)cnn(-c2ccccc2)c1=O	-11%	x	i	-4%	4%
CC(C)(C)P(=O)(c1ccncc1)N1CCCC1 (stereo not given)	-14%	-2%	0.7%	4%	-8%
CCOC(=O)CNC(=O)c1ccccc1Br	-1%	-10%	0.5%	-7%	5%
Cc1ccc2c(c1)C1NC(=S)NC(C)(O2)C1C(=O)Nc1ccc(Cl)cc1 (stereo not given)	8%	-7%	5.7%	-6%	-7%
C=CCNC(=O)C1CC2c3ccccc3C1c1ccccc12 (stereo not given)	11%	-5%	0.7%	4%	3%
CC1C(=O)C(C)C(c2cccs2)NC1c1cccs1 (stereo not given)	35%	-4%	2.5%	10%	-17%
O=C(N1CCN(c2ccc(F)cc2)CC1)C1(c2cccs2)CCOCC1	7%	20%	2.3%	3%	-21%
CCOC(=O)CNC(=O)c1sc(NC(=O)c2ccccc2F)nc1C	-1%	-3%	0.2%	-1%	-15%

In the list so far, 3 have a Cl atom.
SMILES	M. tuberculosis	H1N1 NS1A inhibition	inhibitors of VEEV	H37Rv inhibition	PhoP GFP inhibition	others
COc1ccc(/C=C(\NC(=O)c2ccccc2Cl)C(=O)NCCCC(=O)O)cc1	x	-7%	i	x	x
Nc1c(Cl)cnn(-c2ccccc2)c1=O	-11%	x	i	-4%	4%
Cc1ccc2c(c1)C1NC(=S)NC(C)(O2)C1C(=O)Nc1ccc(Cl)cc1 (stereo not given)	8%	-7%	5.7%	-6%	-7%

Next part:
SMILES	M. tuberculosis	H1N1 NS1A inhibition	inhibitors of VEEV	H37Rv inhibition	PhoP GFP inhibition	others
O=S(=O)(NNc1ccc(F)cc1F)c1cccc(Cl)c1	13%	1%	2.4%	5%	6%
COc1ccc(C2(C)NC(=O)N(CC(=O)NC3CCCC3)C2=O)cc1OC (stereo not given)	-2%	0%	2.2%	-4%	x
Cc1ccc(NC2=CC(=O)C(=O)c3ccccc32)c(C)c1	61%	-11%	2.9%	16%	x
CN1C(=O)N(C)C2(c3ccccc3)N(C(C)(C)C)C(=O)NC12c1ccccc1 (stereo not given)	7%	4%	0.3%	-1%	-8%
CC1CCCC(NC(=O)CN2C(=O)COc3ccccc32)C1C (stereo not given)	-24%	1%	i	2%	-12%
O=C1CSC(c2ccccn2)N1c1ccc(F)cc1F (stereo not given)	-19%	0%	1.1%	0%	6%
CS(=O)c1ccc(-n2c(=O)n(Cc3ccccc3)c(=O)c3[nH]cnc32)cc1 (stereo not given)	-7%	-7%	i	3%	1%
O=C(COc1ccc(S(=O)(=O)Nc2cccc(C(F)(F)F)c2)cc1)N1CCOCC1	-8%	11%	1.6%	-6%	-2%
CCCCn1c(N)c(N(CC(C)C)C(=O)CSc2nnc(C)n2-c2ccccc2)c(=O)[nH]c1=O	x	-5%	1.1%	x	x
CCN(C(=O)c1ccco1)c1nc(-c2ccc(OC)cc2)cs1	77%	-1%	2.1%	u	-7%
O=S(=O)(Nc1ccc(Nc2ccccc2)cc1)c1ccc(F)cc1	x	4%	i	13%	-8%
CCOC(=O)c1sc(-c2ccc(OC)cc2)cc1NC(C)=O	x	7%	0.8%	x	x
Cc1ccc(/C=N/NC(=O)c2ccc(-n3cnnn3)cc2)cc1	-2%	-15%	3.3%	0%	x
NS(=O)(=O)c1ccc(N=Nc2ccc(O)c3ncccc23)cc1	12%	7.6µM*	3.3%	-2%	-5%
CC1CCN(CC(=O)Nc2ccc(C(=O)N3CCCCC3)cc2)CC1	-6%	20%	0.3%	0%	-2%
O=C(NCCCn1ccnc1)/C(=C/c1ccco1)NC(=O)c1cccs1	-11%	-2%	1.4%	1%	-1%
O=C(c1ccccc1)N(Cc1cccs1)C1CCS(=O)(=O)C1 (stereo not given)	-4%	-7%	0.4%	-1%	-5%
C/C=C/Cn1cccc(C(=O)Nc2ccc(OC)cc2)c1=O	12%	8%	1.0%	26%	9%
O=C(NC1CCc2ccccc21)C12CN(Cc3ccccc3)CC1C(c1cccc([N+](=O)[O-])c1)=NO2 (stereo not given)	21%	7%	0.4%	0%	-20%
COc1cccc(-c2ccc(SCC(=O)NCCc3ccccc3)nn2)c1	68%	8%	3.3%	-3%	-1%
CC(C)(C)c1cc(CN2CCCC(O)C2)c(O)c(C(C)(C)C)c1 (stereo not given)	x	4%	i	x	13%
CCN1CNC(=S)N(CCc2ccccc2)C1	74%	25%	0.8%	0%	-2%
OC(c1nc2ccccc2[nH]1)C(O)C(O)C(O)c1nc2ccccc2[nH]1 (stereo not given)	0%	x	x	6%	-1%
OC1CC2CCC(C1)N2CCCN1c2ccccc2Sc2ccc(Cl)cc21 (stereo not given)	x	-1%	i	x	x
COCCNc1nc(SCC(=O)N2CCN(c3ccccc3)CC2)nc2ccccc12	26%	10%	2.8%	-3%	-1%	inhibitors of VEEV 10K pilot screen=7.4
CCOC(=O)c1sc(NC(=O)CN2C(=O)NC3(CCCCCCC3)C2=O)c(C(=O)OCC)c1C	6%	-4%	0.1%	5%	4%
Cc1ccc(C2C3=C(CCCC3=O)N=C3c4ccccc4C(=O)C32)cc1 (stereo not given)	25%	1%	12%	4%	6%
CCOC(=O)/C(C#N)=C\c1cc(C)n(-c2ccccc2)c1C	0%	13%	6.0%	-14%	-5%
Cc1c(C)c2ccc(OCC(=O)Nc3cccnc3)cc2oc1=O	-12%	1%	2.6%	-1%	13%
COc1ccc(CC(=O)NNC(=S)Nc2ccccc2)cc1Br	2%	9%	1.6%	-1%	-7%
Cc1ccc(S(=O)(=O)N2CCC[C@H]2C(=O)OCC(=O)N2c3ccccc3NC(=O)C2(C)C)cc1	x	-5%	1.7%	x	x
CC(C)Cn1ccc(=O)n(CC(C)C)c1=O	-9%	11%	1.2%	-1%	8%
CC(C)c1ccc(N2C(=NC(=O)C3CCCO3)SC3CS(=O)(=O)CC32)cc1 (stereo not given)	-16%	5%	0.9%	-3%	-1%
COc1ccc(C2=NS(=O)(=O)N(C)C(C(=O)N3CCc4ccccc4C3)=C2)cc1OC	29%	-7%	7.1%	-7%	0%
CCOc1ccc2[nH]c(=O)c(CN(CCCN3CCOCC3)Cc3nnnn3Cc3ccc(OC)cc3)cc2c1	28%	6%	3.1%	-6%	2%
Cc1ccc(Sc2ccc(S(=O)(=O)Nc3ccc(CC(=O)O)cc3)cc2)cc1C	-2%	-2%	1.6%	-8%	x
O=C(NCCCO)Nc1ccc2nc(-c3ccco3)c(-c3ccco3)nc2c1	-14%	x	x	2%	-43%
Cc1noc(C)c1COC(=O)c1cccc(S(=O)(=O)N2CCCCCC2)c1	x	-4%	i	-12%	-7%
O=C(COC(=O)c1cc[n+]([O-])cc1)Nc1ccccc1Sc1ccccc1	6%	-3%	i	-1%	2%
NNC(=O)c1ccc(CSc2n[nH]c(=O)[nH]c2=O)cc1	0%	11%	0.6%	7%	7%
CN(C)S(=O)(=O)N1CCN(C(=O)N2CCOCC2)CC1	-7%	6%	0.8%	8%	5%
CN(C)c1ccc(/C=N/NC(=O)c2ccc3c(c2)OCO3)cc1	15%	-2%	i	2%	10%
O=C(O)c1ccc(Cl)c(NCc2cccnc2)c1	-8%	2%	0.4%	-10%	-10%
COc1cc2[nH]cc(C(=O)NCc3ccccc3)c(=O)c2cc1OC	24%	19%	3.4%	-6%	-9%
N=C1c2ccccc2CN1c1cccc([N+](=O)[O-])c1	-2%	13%	1.4%	-4%	-16%
c1ccc(Cc2noc(CN3CCN(CCOc4ccccc4)CC3)n2)cc1	4%	0%	i	-3%	0%
CCN1CCN(C(=O)C2=CC(c3ccc(OC)cc3)=NS(=O)(=O)N2C)CC1	-4%	25%	1.0%	-9%	-9%
Cc1ccc(NCc2ccc(O)c3ncccc23)cc1	u	-2%	i	u	1%
CN(C)CCN1CC(C(=O)O)CC1=O (stereo not given)	-10%	-6%	2.1%	3%	3%
CC(C)C(=O)Nc1ccc(C(=O)c2ccccc2)cc1	12%	-2%	i	-9%	-5%
Cc1c(NC(=O)c2cc3nc(-c4ccc(Br)cc4)cc(C(F)(F)F)n3n2)c(=O)n(-c2ccccc2)n1C	-11%	1%	i	-4%	4%
Cc1cc(NS(=O)(=O)c2ccc(NC(=O)CCCOc3ccccc3C)cc2)nc(C)n1	18%	4%	1.1%	5%	-1%
O=C(Nc1nc2cc(Cl)ccc2s1)C1CCCN(S(=O)(=O)c2cccc3cccnc23)C1 (stereo not given)	x	2%	5.6%	-13%	-10%
Cc1onc(-c2ccccc2)c1C(=O)NCCSCc1ccco1	8%	-3%	5.7%	-1%	x
CCc1cc(=O)oc2cc(C)c(CN3CCCC3)c(O)c12	24%	-1%	1.4%	-1%	6%
Cc1nc(NC(=O)c2ccc(OCC(C)C)cc2)sc1Cc1ccc2c(c1)OCO2	16%	-6%	0.0%	0%	-12%
CN(C)c1cccc2cccc(N(C)C)c12	-2%	12%	0.7%	-4%	-16%
COc1ccc(NC(=O)Nc2nc3c(s2)CCCC3)cc1	36%	-5%	7.6%	8%	-22%
CCn1cc(C(=O)O)c(=O)c2cc(F)c(N3CCNCC3)cc21	u	-1%	4.7%	u	0.27µM*
Cc1ccc(C)c(N2CCN(C(=O)c3ccc4c(c3)c(C)c(C)n4C)CC2)c1	26%	18%	1.5%	62%	-22%
New compounds follow
SMILES	M. tuberculosis	H1N1 NS1A inhibition	inhibitors of VEEV	H37Rv inhibition	PhoP GFP inhibition	others
CCOC(=O)C(c1ccccc1)C(Nc1ccc(Cl)c(Cl)c1)c1ccccn1 (stereo not given)	-12%	x	1.0%	-6%	-10%
COCC(C)n1c(C)cc(C(=O)COC(=O)c2cc(=O)[nH]c3ccccc23)c1C (stereo not given)	39%	1%	1.3%	-1%	x
O=C(c1ccc(Cl)c(S(=O)(=O)N2CCOCC2)c1)N1CCOCC1	-12%	6%	0.5%	7%	-14%
Nc1cccc2c1C(=O)N(C(=O)c1ccc(Cl)c(S(=O)(=O)N3CCCCCC3)c1)C2=O	-3%	9%	i	-1%	-2%
CCOc1ncccc1C(=O)OCC(=O)N1CCC(C)CC1	1%	7%	0.9%	6%	x
CCCOc1ccc(C(CC(=O)O)NC(=O)CC(c2ccccc2)c2ccccc2)cc1 (stereo not given)	-5%	x	2.6%	-8%	12%
O=C(N/C=N/OCc1cccc(C(F)(F)F)c1)N1OC[C@@H]2COc3ccc4ccccc4c3[C@@H]21	17%	-9%	4.2%	12%	0%
O=C(NN=Cc1c(O)ccc2ccccc12)C1CC1	x	4%	14%	x	x

Four records picked at random from those above, as already listed:
SMILES	M. tuberculosis	H1N1 NS1A inhibition	inhibitors of VEEV	H37Rv inhibition	PhoP GFP inhibition	others
Nc1cccc2c1C(=O)N(C(=O)c1ccc(Cl)c(S(=O)(=O)N3CCCCCC3)c1)C2=O	-3%	9%	i	-1%	-2%
O=C(NN=Cc1c(O)ccc2ccccc12)C1CC1	x	4%	14%	x	x
CCOC(=O)C(c1ccccc1)C(Nc1ccc(Cl)c(Cl)c1)c1ccccn1 (stereo not given)	-12%	x	1.0%	-6%	-10%
COCC(C)n1c(C)cc(C(=O)COC(=O)c2cc(=O)[nH]c3ccccc23)c1C (stereo not given)	39%	1%	1.3%	-1%	x
